High-throughput results: PubChem BioAssay, Johns Hopkins Ion Channel Center
KCNQ2 inh – KCNQ2 potassium channel inhibitors, primary screen, cell-based, CHO-K1, FluxOR thallium flux, B-score (AID 2156); Potassium voltage-gated channel subfamily KQT member 2 (Rattus norvegicus), O88943; 20 min; hits give low values; B-score at 10 µM; hit rate 1.1% among 310,000;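 active = fluorescence ratio B-score at most minus 3 library SDs, with starting brightness B-score within 2 library SDs, cut at about -5.5 in these data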
Target sequence (O88943 whole entry, looked up): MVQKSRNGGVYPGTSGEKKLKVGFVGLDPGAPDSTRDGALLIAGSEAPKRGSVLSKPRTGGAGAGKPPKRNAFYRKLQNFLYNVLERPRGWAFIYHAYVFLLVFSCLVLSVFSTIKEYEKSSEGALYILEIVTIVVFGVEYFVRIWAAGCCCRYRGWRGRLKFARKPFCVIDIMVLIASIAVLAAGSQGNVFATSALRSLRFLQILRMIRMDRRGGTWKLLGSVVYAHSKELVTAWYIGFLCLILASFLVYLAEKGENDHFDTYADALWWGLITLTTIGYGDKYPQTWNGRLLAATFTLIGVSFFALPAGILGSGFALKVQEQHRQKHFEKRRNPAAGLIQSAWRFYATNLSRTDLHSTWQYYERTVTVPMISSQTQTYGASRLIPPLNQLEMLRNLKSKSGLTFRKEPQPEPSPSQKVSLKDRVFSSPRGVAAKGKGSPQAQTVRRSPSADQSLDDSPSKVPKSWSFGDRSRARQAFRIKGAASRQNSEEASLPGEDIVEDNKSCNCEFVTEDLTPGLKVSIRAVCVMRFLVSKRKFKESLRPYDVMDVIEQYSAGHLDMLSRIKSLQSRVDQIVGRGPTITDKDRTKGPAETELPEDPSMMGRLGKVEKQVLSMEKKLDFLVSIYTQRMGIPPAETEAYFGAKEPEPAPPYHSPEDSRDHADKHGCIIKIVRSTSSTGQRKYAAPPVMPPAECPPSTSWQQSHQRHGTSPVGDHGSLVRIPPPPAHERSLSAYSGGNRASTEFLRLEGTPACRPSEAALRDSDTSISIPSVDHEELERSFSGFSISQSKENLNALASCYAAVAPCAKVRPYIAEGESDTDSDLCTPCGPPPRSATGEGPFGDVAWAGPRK
CHT block – inhibitors of human choline transporter CHT; High affinity choline transporter 1 (Homo sapiens), Q9GZV3; CHT-expressing cells, membrane potential dye, choline response; hits give low values; B-score at 10 µM; hit rate 0.86% among 310,000;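 active = B-score over 3 SD under the library average, and starting fluorescence ratio not unusually high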;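 also: choline stimulus applied at its EC90 after an EC20 pre-addition; B-score computed on integrated fluorescence ratio after choline addition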
* = called active by the depositor; i = inactive; . = not tested or not shown.

SMILES	KCNQ2 inh	CHT block
COc1ccc(C(CC(=O)O)NC(=O)c2ccccc2[N+](=O)[O-])cc1 (configuration not stated)	i	i
O=C(Nc1scc(-c2ccc(Br)cc2)c1C(=O)O)c1ccccc1F	i	i
CCc1nnc(NC(=O)CN2C(=O)c3ccccc3C2=O)s1	i	i
O=C(O)CCCC(=O)Nc1ccc(-n2ccc(C(F)(F)F)n2)cc1	i	i
CCn1c(NCc2cc(Cl)ccc2O)nc2ccccc21	-5.62*	i
O=C(NC1CCCCCC1)c1cc2c(=O)n3ccccc3nc2s1	i	i
Cc1nc(C)n(CC(C)C(=O)N2CCN(S(=O)(=O)c3ccc(Cl)cc3)CC2)n1 (configuration not stated)	i	i
COc1ccccc1C(=O)N1CCN(c2ccc(N3CCOCC3)nn2)CC1	i	i
CC(C)Sc1nc(N2CCOCC2)c2c3c(sc2n1)COC(C)(C)C3	i	i
CC(C)c1cc(CN2CCOCC2)cc(C(C)C)c1O	i	i
C[C@@H]1CN(Cc2cn(C)nc2-c2cccc(Cl)c2)C[C@H](C)O1	i	i
COc1ccc(NC(=O)c2cc(-c3cc(OC)c(OC)c(OC)c3)nc3ccccc23)c(OC)c1	-5.97*	i
O=C(N=NC(=O)c1ccc2c(O)n(CC3CCCO3)c(O)c2c1)c1cccnc1 (configuration not stated)	i	i
COCCCNc1nc2c(c(=O)[nH]c(=O)n2C)n1CC(O)COc1ccccc1 (configuration not stated)	i	i
O=C(Nc1ccc2ccccc2c1)c1ccc(Cl)cc1Cl	i	i
CC(=O)c1sc(NC(=O)c2c(F)cccc2F)nc1C	i	i
CC(C)N1CCN(CCCc2ccccc2)CC1CCO (configuration not stated)	i	i
C(=N\Nc1ncnc2nc[nH]c12)/c1cccs1	i	i
O=C(COC(=O)CCCN1C(=O)c2cccc3cccc(c23)C1=O)Nc1cccc(C(F)(F)F)c1	i	i
CCCCC[n+]1cccc2c3ccccc3ccc21	i	i
CCOc1ccc2nc(SC3CC(=O)N(c4ccc(C)cc4)C3=O)sc2c1 (configuration not stated)	i	i
O=C(Cn1nnc2ccccc21)c1ccc([N+](=O)[O-])cc1	i	i
O=C(NCC(c1ccco1)N1CCOCC1)c1cccc(Cl)c1 (configuration not stated)	i	i
COC(=O)c1ccc(N2CCN(C)CC2)c(NC(=O)c2cccs2)c1	i	i
N=c1sccn1CC(=O)NCc1ccc(Cl)cc1Cl	i	i
Next section
SMILES	KCNQ2 inh	CHT block
COC(=O)c1ccc(NC(=S)NC(=O)c2cc(-c3ccccc3)nc3ccccc23)cc1	i	i
N#C/C(=C\c1ccc(-c2ccccc2Cl)o1)C(=O)Nc1nc2ccccc2s1	i	i
COC(=O)c1ccc(OC(=O)CCN2C(=O)C3CCCCC3C2=O)cc1 (configuration not stated)	i	i
CC(=O)Nc1cc(-c2ccccc2)ccc1O	i	i
CCCOc1ccc(/C=N/Nc2ccccc2[N+](=O)[O-])c(OCCC)c1	i	i
NC(=O)CSc1nnc(Cc2ccc3c(c2)OCO3)n1C1CCCCC1	i	i
Cc1c(NC(=O)c2ccccc2NS(=O)(=O)c2ccc(F)cc2)c(=O)n(-c2ccccc2)n1C	i	i
O=C(c1cccc(S(=O)(=O)NCc2ccccc2)c1)N1CCCCC1	i	i
COc1ccc(NC(=O)c2cc(-c3cc(Cl)ccc3O)n[nH]2)c(OC)c1	i	i
CCOC(=O)C1CCCN(C(=O)CN2C(=O)NC(C)(c3ccc4ccccc4c3)C2=O)C1 (configuration not stated)	i	i
C[C@H]1CN=C(Nc2ccccc2)N1CC1CCC1	i	i
Cc1cc(C)c2[nH]c(=O)c(CN(Cc3nnnn3C3CCCC3)C3CCCCC3)cc2c1	i	.
Cc1ccccc1Cn1cc(/C=N/n2cnnc2)c2ccccc21	i	i
CC(=O)N1CCN(S(=O)(=O)c2cccc(C(=O)NNC(=O)COc3ccc(Cl)cc3C)c2)CC1	i	i
COc1ccc(-c2noc(C3CCCN(C(=O)c4ccccc4OC)C3)n2)cc1 (configuration not stated)	i	i
O=C(O)c1cn(-c2ccc(N3CCCC3)c(F)c2)c2c(F)c(F)c(F)cc2c1=O	i	i
Cc1ccc(NC(=O)c2ccccc2NC(=O)c2cccs2)cc1	i	i
Cc1ccc(-c2c(C(=O)N/N=C/C3CC=CCC3)nnn2-c2nonc2N)cc1 (configuration not stated)	i	i
COc1cc(NC(=O)Cc2cccc3ccccc23)c(C(=O)O)cc1OC	i	i
O=C(CCc1ccccc1)NCCc1nc2ccccc2[nH]1	i	i
COc1cc(C(=O)NCc2ccc(C(=O)NCC(OC)OC)cc2)cc(OC)c1OC	i	i
Cc1ccc(S(=O)(=O)NCCSCc2ccco2)cc1	i	i
CC(=O)Nc1ccccc1NC(=O)C/C(C)=N/NC(=O)c1cccnc1	i	i
Cc1cccc(CC2CC(=O)N(CCc3ccc4c(c3)OCO4)C2=O)c1 (configuration not stated)	i	i
COc1ccc(NC2CCCN(C(=O)c3ccc4nc(C)c(C)nc4c3)C2)cc1OC (configuration not stated)	i	i
Going on with the list:
SMILES	KCNQ2 inh	CHT block
CC(Sc1ncnc2c1cnn2-c1ccccc1)C(=O)NCC1CCCO1 (configuration not stated)	i	i
Cc1cc(=O)n2c3ccccc3n(CC(O)CN3CCCC3)c2c1C#N (configuration not stated)	i	i
COc1ccc(C(=O)NN=C(Cc2ccccc2)Cc2ccccc2)cc1OC	i	i
CCOc1ccccc1NC=C1C(=O)OC(C)(C)OC1=O	i	i
COc1ccc(N2CC(C(=O)N/N=C/c3ccc(C)cc3)CC2=O)cc1 (configuration not stated)	i	i
CCOc1ccc(/C=C/C(=O)N(CC)CC(=O)NCc2cccs2)cc1OC	i	i
CCOC(=O)[C@@H]1[C@H]2COc3ccc(Br)cc3[C@H]2N2C(=O)N(c3ccc(F)cc3)C(=O)[C@]12C	i	i
Cc1cc(=O)oc2c(C)c(OC3CCCCC3=O)ccc12 (configuration not stated)	i	i
Cc1nc2ccc(NC(=O)NCc3ccco3)cc2s1	i	i
O=C(Nc1ccc(C(F)(F)F)cc1)c1ccc2nc[nH]c2c1	i	i
Cc1ccc(/C=N/NC(=O)c2ccccc2OCc2cccc(Br)c2)o1	i	i
COC(=O)c1ccc(N2CCN(c3ccccc3)CC2)c(NC(=O)C2CC2)c1	i	i
COc1ccc(CCNC(=S)N2CCN(S(=O)(=O)c3ccccc3F)CC2)cc1	i	i
COc1ccc(-c2cc(C(=O)N3CCOCC3)no2)cc1	i	i
O=C(O)CC/C(=C\c1cccc(NC(=O)c2ccccc2Cl)c1)c1nc2ccccc2s1	i	i
FCCCOc1ccc(-c2nccc(-c3ccc(Cl)cc3)n2)cc1	i	i
COc1cccc(NC(=S)N/N=C2/CCCCc3ccccc32)c1	i	.
Cc1csc(=N)n1CC(=O)N1CCc2ccccc21	i	-9.58*
CCOc1ccc(-c2cc(C(=O)OC)[nH]n2)cc1	i	i
O=C(COC(=O)C1(c2ccc(Cl)cc2)CCCC1)NC1CCS(=O)(=O)C1 (configuration not stated)	i	i
COc1ccccc1N1CCN(C(c2ccc(F)cc2)c2nnnn2C(C)C)CC1 (configuration not stated)	i	.
Cc1nc2sc(C(c3ccco3)N3CCN(c4cccc(Cl)c4)CC3)c(O)n2n1 (configuration not stated)	i	i
CC(C)C[C@H](NC(=O)c1nc[nH]c1C(=O)NC1CCNCC1)C(=O)OC(C)(C)C	i	i
CCC(=O)N(Cc1cc2ccccc2[nH]c1=O)c1ccccc1OC	i	i
CCCCNS(=O)(=O)c1ccc2nc(-c3cccnc3)cc(C(=O)NCCCN(CC)CC)c2c1	i	i

17 of the compounds above, in CSV form:
canonical_smiles,KCNQ2 inh,CHT block
CC(Sc1ncnc2c1cnn2-c1ccccc1)C(=O)NCC1CCCO1 (configuration not stated),i,i
Cc1cc(=O)n2c3ccccc3n(CC(O)CN3CCCC3)c2c1C#N (configuration not stated),i,i
COc1ccc(C(=O)NN=C(Cc2ccccc2)Cc2ccccc2)cc1OC,i,i
CCOc1ccccc1NC=C1C(=O)OC(C)(C)OC1=O,i,i
COc1ccc(N2CC(C(=O)N/N=C/c3ccc(C)cc3)CC2=O)cc1 (configuration not stated),i,i
CCOc1ccc(/C=C/C(=O)N(CC)CC(=O)NCc2cccs2)cc1OC,i,i
CCOC(=O)[C@@H]1[C@H]2COc3ccc(Br)cc3[C@H]2N2C(=O)N(c3ccc(F)cc3)C(=O)[C@]12C,i,i
Cc1cc(=O)oc2c(C)c(OC3CCCCC3=O)ccc12 (configuration not stated),i,i
Cc1nc2ccc(NC(=O)NCc3ccco3)cc2s1,i,i
O=C(Nc1ccc(C(F)(F)F)cc1)c1ccc2nc[nH]c2c1,i,i
Cc1ccc(/C=N/NC(=O)c2ccccc2OCc2cccc(Br)c2)o1,i,i
COC(=O)c1ccc(N2CCN(c3ccccc3)CC2)c(NC(=O)C2CC2)c1,i,i
COc1ccc(CCNC(=S)N2CCN(S(=O)(=O)c3ccccc3F)CC2)cc1,i,i
COc1ccc(-c2cc(C(=O)N3CCOCC3)no2)cc1,i,i
O=C(O)CC/C(=C\c1cccc(NC(=O)c2ccccc2Cl)c1)c1nc2ccccc2s1,i,i
FCCCOc1ccc(-c2nccc(-c3ccc(Cl)cc3)n2)cc1,i,i
COc1cccc(NC(=S)N/N=C2/CCCCc3ccccc32)c1,i,.

Following part:
SMILES	KCNQ2 inh	CHT block
CCc1ccc(-c2cc(C(=O)N/N=C/c3ccco3)[nH]n2)cc1	i	i
Cn1cccc1/C=N/NC(=O)Cn1cnc2ccccc21	i	i
CCOc1cc(/C=C(/C#N)c2nc3ccccc3[nH]2)ccc1Oc1ccc([N+](=O)[O-])cn1	i	i
O=C(Nc1cccc(S(=O)(=O)N2CCCCCC2)c1)C1CC(=O)N(c2ccc3c(c2)OCCO3)C1 (configuration not stated)	i	i
COc1ccc(-n2nnnc2SCC(=O)Nc2ccc(OC)cc2OC)cc1	i	i
Cc1cc(NC(=O)CSc2nc(-c3cccs3)cc(C(F)(F)F)n2)no1	i	i
COc1ccc(C)cc1N(CC(=O)N1CCOCC1)S(C)(=O)=O	i	i
Cc1cc(/C=C2\SC(=O)N(CC(=O)Nc3ccccc3F)C2=O)c(C)n1C	i	i
CCCCCCn1c(C(C)NC(=O)c2ccco2)nc2ccccc21 (configuration not stated)	-6.15*	i
COc1ccc(CCNC(=S)Nc2cc(C)cc(C)c2)cc1	i	i
CCOc1ccc2[nH]c(=O)c(C(c3nnnn3Cc3ccco3)N3CCC(C)CC3)cc2c1 (configuration not stated)	i	i
COc1cccc(NC(=O)Cc2nnc(SCCOc3ccccc3)n2C)c1	i	i
COCCn1c(C)cc(C(=O)COC(=O)c2ccccc2Br)c1C	i	i
Nc1c(Br)cc(Br)cc1CNC1CCC(O)CC1 (configuration not stated)	i	i
CCOC(=O)c1sc(NC(=O)COC(=O)Cn2cnc3ccccc32)c(C(=O)OCC)c1C	i	i
COC(CN(C)C(=O)C1CCC(CNS(=O)(=O)c2ccccc2)CC1)OC (configuration not stated)	i	i
O=C(COC(=O)c1ccc(Cl)c(S(=O)(=O)N2CCCCCC2)c1)Nc1ccccc1	i	i
O=C(CN(Cc1ccccc1)S(=O)(=O)c1ccccc1)N/N=C/c1ccccc1C(=O)O	i	i
COc1cc(N=c2c([N+](=O)[O-])nn(-c3ccc4c(c3)OCCO4)n2O)cc(OC)c1	i	i
O=C(CN(Cc1ccco1)C(=O)CNS(=O)(=O)c1ccc(F)cc1)NCc1ccc(F)cc1	i	i
COc1cccc(CC2(CO)CCN(Cc3ccc(NC(C)=O)cc3)CC2)c1	i	i
CCCn1cc(SCC(=O)NCC2CCCO2)c2ccccc21 (configuration not stated)	i	i
COCC1CCCN(Cc2cn(Cc3ccccc3)nc2-c2cc3ccccc3o2)C1 (configuration not stated)	i	i
Cc1ccc(NC(=O)c2ccc(Cl)cc2Cl)cc1O	i	i
Cc1ccccc1S(=O)(=O)Cc1ccc(C(=O)NCCCN2CCC(C)CC2)o1	i	i
Next section.
SMILES	KCNQ2 inh	CHT block
Cc1ccc2c(c1)c1c(n2C)C(C(N)=O)CCC1 (configuration not stated)	i	i
Brc1ccc(-c2nc(-c3cccnc3)no2)o1	i	i
O=C1Cc2ccccc2C(c2ccccc2)N1 (configuration not stated)	i	i
C=CCN1C(=O)C2(OCCCO2)c2c(C)ccc(C)c21	i	i
CCOc1ccc(C(=O)CC(=O)C(=O)NCCc2ccc(OC)c(OC)c2)cc1	i	i
O=[N+]([O-])c1ccc(N2CCOCC2)cc1O	i	i
CCS(=O)(=O)N1CCC(NC(=O)C(Cc2cccc(OC)c2OC)NC(C)=O)CC1 (configuration not stated)	i	.
CCOC(=O)c1ccc(NC(=S)Nc2cccc(N)n2)cc1	i	i
O=C(Cc1cccs1)N1CCN(c2ccccn2)CC1	i	i
CCCCNC(=O)CSc1nc2ccccc2c(=O)n1C1CCCC1	i	i
CC(=O)c1ccc2c(c1)C1C=CCC1C(c1cc3c(cc1Br)OCO3)N2 (configuration not stated)	-7.44*	i
CS(=O)(=O)N1CCN(C(=S)NCc2ccc(F)cc2)CC1	i	i
COC(=O)c1cnc(NNC(=O)c2ccc([N+](=O)[O-])cc2)nc1C(F)(F)F	i	i
COc1nc(-c2ccc(Cl)cc2)ccc1-c1noc(-c2ccco2)n1	i	i
COc1ccccc1N=Nc1c(C)[nH]n(-c2ccccc2)c1=O	i	i
CC1CC1C(=O)OCC(=O)NC(=O)NCc1ccco1 (configuration not stated)	i	i
O=C(CSCc1ccc(Br)cc1)Nc1ccc(S(=O)(=O)N2CCOCC2)cc1	i	i
CCOC(=O)c1c(-c2ccccc2)csc1NC(=O)c1ccc(N2C(=O)CCC2=O)cc1	i	i
COc1ccc(CNc2nc3ccccc3n2CCN2CCOCC2)cc1	i	i
COc1cc2c(cc1NC(=O)CSc1nccn1C)oc1ccccc12	i	i
CCCCn1c(SCC(=O)NC2CCS(=O)(=O)C2)nc2ccccc2c1=O (configuration not stated)	i	i
OCCNc1ncnc2c1nnn2Cc1ccccc1	i	.
CC(C)(C)C(=O)N1CCN(c2ccc(Cl)cc2[N+](=O)[O-])CC1	i	i
